ALOX12 inh – ALOX12 (human) lipoxygenase inhibition. P18054. purified 12hLO, xylenol orange hydroperoxide absorbance. 580,000 compounds, 1.1% hits. Potency, µM (series often up to 108 µM), inactives show top-dose activity change, negative = inhibition, usual class: inhibitors. AID 1671190; active means well fitted inhibition curve with a large enough effect; inconclusive means small, poorly fitted or top-dose-only effect, or another doubt; inactive means no such curve, though single readings can be large or run the other way
Target sequence (P18054 whole entry, looked up): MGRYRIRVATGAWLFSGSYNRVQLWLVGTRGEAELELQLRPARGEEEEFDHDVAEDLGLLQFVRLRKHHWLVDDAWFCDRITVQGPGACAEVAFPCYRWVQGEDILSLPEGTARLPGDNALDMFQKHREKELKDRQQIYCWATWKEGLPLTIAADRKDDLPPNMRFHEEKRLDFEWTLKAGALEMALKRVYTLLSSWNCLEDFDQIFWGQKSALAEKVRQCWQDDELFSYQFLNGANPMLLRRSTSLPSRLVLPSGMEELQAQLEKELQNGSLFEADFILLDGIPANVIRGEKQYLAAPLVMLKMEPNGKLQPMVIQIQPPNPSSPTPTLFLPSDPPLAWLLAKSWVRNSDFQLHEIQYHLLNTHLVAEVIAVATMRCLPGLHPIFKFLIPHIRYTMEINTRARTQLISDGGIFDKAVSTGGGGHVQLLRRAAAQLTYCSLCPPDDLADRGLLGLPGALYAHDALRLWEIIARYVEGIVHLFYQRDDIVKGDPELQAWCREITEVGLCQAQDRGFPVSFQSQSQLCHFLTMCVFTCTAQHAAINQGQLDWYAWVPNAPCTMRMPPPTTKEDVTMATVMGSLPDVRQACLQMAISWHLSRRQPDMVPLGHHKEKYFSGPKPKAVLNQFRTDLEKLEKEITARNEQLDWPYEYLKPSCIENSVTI
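Hydroperoxide product was detected by ferrous iron/xylenol orange as the 573 to 405 nm absorbance ratio. Arachidonic acid at 40 uM (final) was turned over for 30 min at room temperature by 150 nM human 12hLO, pH 7.0 Hepes buffer, after 15 min compound preincubation.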
* hit, by the source's call; ? = inconclusive; [ ] = another dose, or the depositor's remark. On the % scale 0 is the no-effect control and ±100 the full control effect; potency means the concentration at half of the fitted maximal effect. Not all compounds are listed; the hit share may differ from the screen's.

SMILES | ALOX12 inh
C[S+](=O)([O-])N1Cc2ccccc2CC12CN(C(=O)c1ccc(C(F)(F)F)cc1)C2 | 32.5%
O=C1N(c2ccccc2)c2ccccc2C12CCN(CC1CCCCC1)C2 (stereo unspecified) | 2.9%[6.33 µM]
Cc1noc2c(NCCCn3ccnc3)cc(-c3ccccc3)nc12 | 68.3%[activator][176 µM]
COC[C@@H]1CN(C(=O)c2nccc3ccccc23)C[C@H]1c1nc(C)no1 | 9.4%
CNc1nccc(N2CCC(CC(=O)N(C)Cc3cn(C)nc3C)CC2)n1 | 31.8%
CC(=O)N1C[C@@H]2CCCN3CCC[C@@H]([C@H]23)[C@H]1CCCC(=O)NCc1ccc(C)o1 | 51.0%[activator]
COc1ccccc1/C=C/CN1CCCC(CNC(=O)COc2ccccc2OC)C1 (stereo unspecified) | 34.8%[activator]
Cc1cc(NC(=O)Cn2ccn3nc4c(c3c2=O)CCCC4)no1 | 60.9%[activator]
COc1ccccc1-c1cc(C(=O)N(C)C)c2cnn(C)c2n1 | 1.3%[6.33 µM]
COc1cccc(CNC(=O)N(C)C2CCc3nn(C)c(=O)n3CC2)c1 (stereo unspecified) | 10.7%
C#CCN(C)C(=O)[C@@H]1CCCN1C1(C(=O)NC)CCCCC1 | -1.1%[176 µM]
COc1ccc(-c2ccnc(N[C@H]3CO[C@H]4[C@@H]3OC[C@H]4OCC(=O)N(C)C)n2)cc1 | 4.0%[176 µM]
CCc1cc(NCCNC(=O)c2ccccc2Cl)n2nccc2n1 | 31.0%[activator]
COc1ccc(Cl)cc1Nc1ncncc1-c1nc(-c2ccccc2)no1 | 62.9%[activator]
C[C@H]1CCCN1C(=O)c1nnc(CNc2ccc(C(=O)O)cc2)n1-c1ccccc1 | 10.4%[176 µM]
CC(C)(C)c1ccc(-c2cc(NC(=O)Cc3c[nH]c4ccccc34)ccc2Nc2cccnc2)cc1 | -3.4%
CCCS(=O)(=O)NCCc1ncc(C)n1CC1CC1 | 92.3%[activator]
CCn1cc(CN2CCN(C(=O)c3ccc4[nH]ccc4c3)CC2)ccc1=O | 19.4%
CN(C)C(=O)N(C)C1CCc2ccccc2C1 (stereo unspecified) | 22.1%[176 µM]
Cc1noc(C)c1CN1CCNc2cc(Nc3cccnc3)ncc2C1 | 16.8%[176 µM]

3 entries drawn at random from those above, as already listed:
SMILES | ALOX12 inh
CCn1cc(CN2CCN(C(=O)c3ccc4[nH]ccc4c3)CC2)ccc1=O | 19.4%
COC[C@@H]1CN(C(=O)c2nccc3ccccc23)C[C@H]1c1nc(C)no1 | 9.4%
COc1ccc(Cl)cc1Nc1ncncc1-c1nc(-c2ccccc2)no1 | 62.9%[activator]

Next results:
SMILES | ALOX12 inh
CN(Cc1nc(-c2ccccc2)cs1)C(=O)c1cccc(-n2cnnc2)c1 | 26.9%
CC(NC(=O)c1cccc(OC2CCN(C(=O)C3CC3)CC2)c1)c1nn[nH]n1 (stereo unspecified) | 61.5%[activator]
CN1CCC(OC2CCN(S(=O)(=O)c3cccc(Br)c3)CC2)CC1 | ?
COc1ccccc1C(=O)N[C@H]1[C@H](O)[C@H](O)C[C@@H]1c1ccc(N2CCOCC2)nc1 | 16.0%[176 µM]
CC(C)c1ccc(NC(=O)N[C@H]2CC[C@@]34CCCN3C(=O)CCC[C@H]4[C@H]2C)cc1 | ?
COc1ccc(Cl)cc1C(=O)Nc1ccc2c(c1)CCC(=O)N2 | 15.4%
Cc1cc(C(F)(F)F)nn1CC(=O)N1CCCCCCNC(=O)CC1 | 61.3%[activator]
COCC(=O)Nc1ccc(-c2c(-c3ccccc3OC)nn(-c3ccc(C)cc3)c2OC(C)=O)cc1 | -17.2%
COc1cccc(CN2CCn3c(nnc3[C@@H]3C[C@@H](O)CN3Cc3cccnc3)C2)c1OC | 43.5%
COC(=O)C1=C(C)N(C)C(=NCc2ccccc2)NC1c1ccccc1C(F)(F)F (stereo unspecified) | -20.2%
COCC(=O)NC1CCC12CCN(C(=O)NC(C)C)CC2 (stereo unspecified) | 32.4%[activator]
CCn1c(CC2CCN(Cc3ccccc3C#N)CC2)nn(C)c1=O | 32.1%[activator]
O=S1(=O)c2c(cccc2N2CCSCC2)Oc2ccccc2CN1Cc1cn(Cc2ccc(Cl)cc2)nn1 | -25.4%
CCc1cc(=O)n(CC(=O)Nc2ccccc2OC)c(-c2ccccc2)n1 | 3.4%
COCc1nc(C2CCN(C(=O)NCC(C)C)C2)no1 (stereo unspecified) | 52.2%[activator]
CC(=O)Nc1ccc(C(=O)N2CCC3(CC2)CC(NC(C)=O)c2ccccc23)cc1 (stereo unspecified) | 12.2%[6.33 µM]
COCC(=O)NC[C@H]1OC[C@@H](NC(C)C)[C@@H]1O | 54.5%[activator][176 µM]
O=C(Cc1ccc(F)cc1)N1CCC2(CC1)NC(=O)N(c1ccccc1)N2 | 5.01µM*
Cc1ncsc1C(=O)N1CC(CNC(=O)Cc2ccccc2)C2(C1)CN(c1ccccc1)C2 (stereo unspecified) | 8.5%
O=C(N[C@@H]1CCOC[C@H]1OCCO)c1cc(C2CC2)nc2ccccc12 | ?
O=C1c2ccccc2/C(=C\c2ccc(O[C@@H]3CCCCO3)cc2)N1c1ccccc1 | -9.7%
CN(C)c1ccc(CN2CCn3c(nnc3-c3ccc(Cl)cc3)C2)cc1 | 12.7%[6.33 µM]
O=C(c1ccoc1)N1CCCCC1c1nc(CCOCC2CC2)no1 (stereo unspecified) | 22.3%
CC(=O)Nc1ccc(CN2CCCCC23Cc2ccccc2CN(C(C)=O)C3)cc1 (stereo unspecified) | -1.3%[6.33 µM]
COc1cc(Cl)c(C)cc1NC(=O)Cn1cccc1-c1nc(-c2ccc(F)cc2)no1 | 7.4%
Cn1ncc2c(C(=O)NCCc3ccc(Cl)cc3)cc(-c3ccc(Cl)cc3Cl)nc21 | ?
CCNC(=O)N1CCCC1c1noc(CCC(=O)NC2CC2)n1 (stereo unspecified) | 17.2%
O=C1CC(c2ccccc2)N(Cc2ccncc2)CCCN(C(=O)Nc2ccccc2F)CCN1 (stereo unspecified) | 81.2%[activator]
N#Cc1ccc(CNC(=O)[C@@H]2Cc3nc[nH]c3CN2C(=O)CCC(=O)O)cc1 | ?
COc1ncc(C(=O)NCc2cccnc2N2CCN(C(C)=O)CC2)cn1 | 30.6%[activator]
CC(C)C1=NOC2(CCN(C(=O)c3ccc4c(c3)OCO4)CC2)C1 | ?
CCOc1ccc2c(n1)CCN(C(=O)c1cccc(OC)c1OC)C2 | 20.8%
Cc1ccc(CNC(=O)N(C)CC2CCOCC2)cc1 | 36.2%[activator]
COC(=O)CN1C(=O)[C@@H]2C[C@@H](O)CN2C2(CN(Cc3ccccc3Cl)C2)C1=O | 1.2%[176 µM]
COc1ccc(-c2noc(-c3nnn4c3COC(c3ccc(F)cc3)C4)n2)cc1OC (stereo unspecified) | 22.7%
CCC(NC(=S)NC1CCCCC1)c1ccc(C(C)C)cc1 (stereo unspecified) | ?
N#Cc1cccc(-c2cn3c(n2)N(C(=O)c2ccccc2F)CCC3)c1 | 45.8%[activator]
O=C(NC[C@H]1OC[C@@H](NC2CCCCC2)[C@@H]1O)N1CCOCC1 | 42.1%[activator][176 µM]
CCC1=C(C(=O)OC)C(c2cccc(OC)c2)N2C(CC(=O)NC3CC3)=CSC2=N1 (stereo unspecified) | 68.4%[activator]
N#Cc1cccc(CN2CCCC23Cc2ccccc2CNC3=O)c1 (stereo unspecified) | 10.1%[6.33 µM]
O=C1CNc2ccc(C(=O)N3C[C@H](CO)C[C@H](CN4CCCC4)C3)cc2N1 | 3.5%
COCCN1CCC(N2CCN(C(=O)C3CCOCC3)CC2)C1=O (stereo unspecified) | 43.2%[activator]
CC1=C(C(=O)N2CCCCCC2)CC(CC(=O)NCCCN(C)C)C(=O)N1CCCN1CCCC1=O (stereo unspecified) | -6.9%
Cc1ccc(F)cc1S(=O)(=O)N1CCN(C2CCN(CCC(C)C)C2=O)CC1 (stereo unspecified) | 18.1%
CC1(C)C(=O)N(Cc2ccc(O)cc2)[C@H]2CN(CC3CCOC3)C[C@H]2[S+]1(=O)[O-] (stereo partly specified) | -15.7%[176 µM]
O=C1CCC2(CCN1CC1CC1)CCN(C(=O)c1ccc3c(c1)OCO3)CC2 | 24.8%
CCCCNC(=O)c1ccc2c(c1)n(Cc1cccc(OC)c1)c(=O)c1ccnn12 | 8.4%
COc1cccc(C(=O)N2CCCN(c3nc4ncccc4o3)CC2)c1 | 1.3%[176 µM]
CCNC(=O)N1CCCC1c1noc(CCC(=O)N2CCN(c3ccccc3)CC2)n1 (stereo unspecified) | 13.9%
COc1ccccc1CC(=O)N1CCN(c2cc(-c3ccccc3)[nH]n2)CC1 | 8.1%
COc1cccc(CCNC(=O)c2c(C)noc2-c2ccco2)c1 | 55.7%[activator]
CCOC(=O)c1ccc(NC(=O)Cn2c(N3CCOCC3)nc(CC)cc2=O)cc1 | 20.2%
COc1ccc(N2CC(C(=O)NCc3cccs3)NC2=O)cc1 (stereo unspecified) | 14.2%[176 µM]

Shown as a markdown table: entries from further up.
| compound | ALOX12 inh |
| --- | --- |
| COc1ccccc1CC(=O)N1CCN(c2cc(-c3ccccc3)[nH]n2)CC1 | 8.1% |
| O=C1CCC2(CCN1CC1CC1)CCN(C(=O)c1ccc3c(c1)OCO3)CC2 | 24.8% |
| COc1ccc(N2CC(C(=O)NCc3cccs3)NC2=O)cc1 (stereo unspecified) | 14.2%[176 µM] |
| COc1cccc(CCNC(=O)c2c(C)noc2-c2ccco2)c1 | 55.7%[activator] |
| CCOC(=O)c1ccc(NC(=O)Cn2c(N3CCOCC3)nc(CC)cc2=O)cc1 | 20.2% |
| CCNC(=O)N1CCCC1c1noc(CCC(=O)N2CCN(c3ccccc3)CC2)n1 (stereo unspecified) | 13.9% |

Compound activity (PubChem)
